Compound activity (PubChem)
Redox H2O2 prof – compounds producing H2O2 with reducing agent – biochemical, NIH compound library profiling, artefact control for MLSCN library redox annotation, primary screen; actives 0.03% (n = 200,000); AID 878; DTT-dependent redox cycling H2O2, phenol red/HRP absorbance; 100% = 100 µM peroxide control, 0% = buffer; activation, % at 10 µM;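 active = activation of at least 50% relative to the plate's high and low controls in the primary single-dose screen; inactive = activation below 50%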;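 also: compound incubated with DTT at 0.8 mM final as the reducing agent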
FLuc stim CS – affects firefly luciferase, flagging false hits in luciferase stimulation screens. P08659. ATPlite luciferase biochemical, luminescence, 10 min; 0 = ATP-free wells, 1 = DMSO control. activation factor at 10 µM. 200,000 tested, under 10 active;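 active = luciferase activation factor, scaled between plate controls, of at least 2 with compound at 10 µM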
Target sequence (P08659 whole entry, looked up): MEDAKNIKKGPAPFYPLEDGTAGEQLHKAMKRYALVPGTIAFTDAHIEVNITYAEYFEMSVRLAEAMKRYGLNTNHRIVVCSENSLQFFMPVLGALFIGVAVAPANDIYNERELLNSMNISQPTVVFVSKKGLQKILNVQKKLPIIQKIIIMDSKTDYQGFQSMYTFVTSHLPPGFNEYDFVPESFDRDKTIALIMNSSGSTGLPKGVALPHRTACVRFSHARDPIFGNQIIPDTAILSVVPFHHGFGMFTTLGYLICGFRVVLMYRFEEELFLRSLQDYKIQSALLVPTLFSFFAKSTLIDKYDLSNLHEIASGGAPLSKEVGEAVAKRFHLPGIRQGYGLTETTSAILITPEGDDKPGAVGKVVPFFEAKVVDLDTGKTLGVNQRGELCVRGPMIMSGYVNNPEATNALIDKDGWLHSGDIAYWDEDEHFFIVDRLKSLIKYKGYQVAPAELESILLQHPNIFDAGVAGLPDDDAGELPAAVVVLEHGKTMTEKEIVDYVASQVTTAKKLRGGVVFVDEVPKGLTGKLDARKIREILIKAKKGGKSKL
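Assay system – cell-free luciferase reagent · Medium – PBS-based ATP solution · Dosing – test compounds dosed from 2 mM stocks in 100% DMSO · Timing – 10 min, room temperature · Technique – light output (luminescence) · Measure – luminescence gain marking luciferase activators · Controls – No-ATP low control, compound-free enzyme-plus-ATP high control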
Hsp70 activator – transcriptional activators of Hsp70 | HeLa Hsp70 promoter luciferase reporter, luminescence; scaled: vehicle 0, proteasome-inhibitor control 100% | activation, % at 10 µM | actives 0.04% (n = 200,000) | AID 1203;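 active = activation above the mean across all tested compounds plus 3 SD, cutoff set per campaign, cut at about 5.5% in these data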;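 also: 100% = MG132 at 30 µM as the positive control and 0% = DMSO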
APP 5'UTR act – activates APP 5'UTR luciferase reporter; AID 1276; SH-SY5Y APP 5'UTR luciferase reporter, luminescence; zero percent = DMSO vehicle wells; actives 1% (n = 190,000); activation, % at 2 µM;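 active = activation above a set limit, based on mean plus 3 SD of controls, cut at about 140% in these data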; also: values of inactives mirror those of a sister screen read the other way
NF-kB neuron act – compounds increasing NF-kB expression in human neuronal cells. NF-kB reporter expression; active compounds read high. fold change at 12.5 µM. actives 1.6% (n = 190,000). AID 1239; in the data active = fold change above about 3.3
STAT1 activator – STAT1 signaling activation. NIH 3T3 STAT1-luciferase reporter, IFN-gamma, luminescence; 100% = IFN-gamma alone, no compound. actives 2.6% (n = 200,000). activation (% of control), % at 5.5 µM;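 active = activation above the screen-wide mean activation plus 3 SD, cut at about 130% in these data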;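 also: raw ratio to IFN-gamma control signal so 100% means no change and 0% no light; values of inactives mirror those of a sister screen read the other way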
G6PDH CS – L. mesenteroides G6PDH inhibition counter-screen | Purified L. mesenteroides G6PDH, diaphorase/resazurin coupled fluorescence, 45 min | inhibition, % at 5 µM | actives 0.12% (n = 200,000); in the data active = inhibition above about 50%
FLuc inhib CS – counter-screen for luciferase assay inhibitors: firefly luciferase inhibition | P08659 | ATPLite firefly luciferase biochemical luminescence, 10 min | inhibition, % at 10 µM | actives 1.5% (n = 200,000) | AID 1006;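 active = inhibition above about 50% when tested at 10 µM, limit read from the data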
APP transl inh – APP translation inhibition | SH-SY5Y APP 5'UTR-luciferase reporter, luminescence | inhibition, % at 2 µM | actives 0.82% (n = 190,000) | AID 1285;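 active = inhibition above a set limit, derived from the sample mean plus 3 SD, cut at about 45% in these data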; also: values of inactives mirror those of a sister screen read the other way
HMGR II inh – E. faecalis class II HMG-CoA reductase inhibition | inhibition, % at 10 µM | actives 0.41% (n = 190,000) | purified E. faecalis HMGR, NADPH absorbance 340 nm kinetic;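 active = inhibition above a set limit, the median over all tested compounds plus 3 SD, cut at about 9.5% in these data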;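 also: enzyme runs in reverse so mevalonate oxidation gives rising NADPH absorbance; 0% = complete reaction with DMSO and 100% = background rate lacking mevalonate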
Numbers without * were called inactive; . = not tested or not shown.

SMILES	Redox H2O2 prof	FLuc stim CS	Hsp70 activator	APP 5'UTR act	NF-kB neuron act	STAT1 activator	G6PDH CS	FLuc inhib CS	APP transl inh	HMGR II inh
C=CCn1c(C(C)NC(=O)c2cccc(C)c2)n[nH]c1=S (centres undefined)	-0.8	1	-0.1	13	3.3*	96	1	-1	-13	9
O=C(COC(=O)c1cccs1)NCC1CCCCC1	-1.9	1	-0.1	1	1	104	11	-2	-1	-3
O=C(Nc1nnc(CCN2CCOCC2)s1)C1CCCCC1	-0.9	1	-0.1	14	1.2	106	-5	-1	-14	-1
CC(=O)Oc1ccc(-c2cccc(C(=O)N(C)c3ccc(O)cc3)c2)cc1	-0.7	1	-0.3	20	1.1	95	0	-3	-20	2
COC(=O)Cn1c(CCC(=O)O)ccc1-c1ccccc1	-0.3	1.1	0.2	8	1.1	105	2	-8	-8	-1
CCOC(=O)C1CCCN(C(=O)CCCn2nc(C)n3c(cc4sccc43)c2=O)C1 (centres undefined)	-0.7	1.1	-0.3	-1	1.1	91	0	-7	1	0
COc1cc2[nH]c(=O)n(Cc3ccc(C(=O)NCC4CCCO4)cc3)c(=O)c2cc1OC (centres undefined)	-0.7	1	0.3	5	1.1	98	5	-4	-5	-3
COCCn1nnnc1C(c1ccccn1)N1CCN(c2cc(Cl)ccc2C)CC1 (centres undefined)	-0.2	1.1	-0.2	-6	1.1	101	-1	-7	6	-8
COC(=O)c1ccccc1NC(=O)Cn1nc2n(C)c3ccccc3n2c(=O)c1=O	0.5	1	-0.1	0	0.91	104	15	-4	0	-1
CC(C)C(=O)Nc1ccc(NC(=S)NC(=O)c2ccc([N+](=O)[O-])cc2)cc1	-0.6	1.1	-0.2	12	1	97	2	-8	-12	3
COC(=O)c1ccc(-c2ccc(/C=N/NC(=O)CC3(C)OCCCO3)o2)cc1	-0.4	1	-0.2	26	1.3	107	10	2	-26	-7
C/C(=N\NC(=O)c1cccnc1)c1nnn(-c2nonc2N)c1C	0.2	1	0.1	-4	0.85	102	0	0	4	3
COc1ccccc1N1CCN(C(c2ccc(N(C)C)cc2)c2nnnn2CCc2ccccc2)CC1 (centres undefined)	0.3	1	-0.1	4	0.88	99	3	-2	-4	0
c1ccc(C2CCC(N3CCNCC3)CC2)cc1 (centres undefined)	-0.6	1	-0.3	8	1	94	22	3	-8	-1
Cc1onc(-c2ccccc2)c1C(=O)Nc1nc2c(s1)C(=O)CC(C)(C)C2	2.2	1.1	-0.2	3	1.4	103	-17	-8	-4	-1
Cc1ccc(C(=O)NCC(=O)OCC(=O)NC2CCS(=O)(=O)C2)cc1C (centres undefined)	0.0	0.9	-0.3	-15	0.96	103	3	6	15	1
O=S(=O)(Nc1ccc(O)c(Sc2nc3ccccc3s2)c1)c1cccc2ccccc12	0.0	1	-0.5	42	0.51	101	-20	-2	-42	2
CCOC(=O)c1nc(NNC(C)=O)sc1C	-1.0	1	-0.2	13	1.1	99	8	-5	-13	4
Cc1ccc(C(=O)N/C(=C/C=C\c2ccccc2)C(=O)NCc2ccco2)cc1	-0.2	1	-0.3	-1	0.82	109	12	1	1	-2
CCCN(CCC)S(=O)(=O)c1ccc(C(=O)NNc2nc(-c3ccccc3)c3cc(Br)ccc3n2)cc1	-0.1	1	-0.4	-15	0.96	99	-10	2	15	-2
CC(C)CCn1nnnc1CN1CCN(c2ccc(F)cc2)CC1	-0.8	1	0.0	-13	0.86	98	14	-4	13	-5
O=C(N/N=C/C=C/c1ccco1)c1cccs1	-3.4	0.9	0.2	20	1.1	127	14	12	-20	-10
COC(=O)CN(c1ccc(OC)cc1)S(=O)(=O)c1c(C)noc1C	4.4	1.1	-0.4	.	1	100	-3	-7	.	7
Cc1ccc2nc(CSc3nnc(-c4ccco4)o3)cc(=O)n2c1	1.9	1.1	-0.2	6	1	101	-3	-7	-6	2
Cc1ccc(S(=O)(=O)N2CCN(C(=O)CN3CCOCC3)C2c2ccccc2)cc1 (centres undefined)	0.2	1	-0.3	2	0.8	100	1	-5	-2	-6
CC1(C)CNC(=O)c2sc(NC(=O)c3ccccc3Cl)nc2C1	-1.0	0.9	-0.2	2	1.6	98	13	5	-2	-7
O=C(CCC(=O)N(c1ccc(F)cc1)C(C(=O)NC1CCCC1)c1ccncc1)Nc1cccnc1 (centres undefined)	1.2	1	1.0	-10	1.1	83	2	-3	10	-6
O=C(COC(=O)c1ccccc1Nc1ccc(SC(F)F)cc1)NC1CC1	0.3	1	-0.4	20	2.4	108	6	-4	-20	-8
COc1ccc(Br)cc1S(=O)(=O)N1CC(C)OC(C)C1 (centres undefined)	2.7	1	-0.2	11	0.94	104	11	-4	-11	5
CCOC(=O)Cn1c(N2CCCCCC2)nc2c1c(=O)[nH]c(=O)n2C	2.5	1.1	-0.2	-5	2.1	96	-3	-7	5	-3
O=C(CN(C(=O)Cn1nnc(-c2cccs2)n1)c1cnc2ccccc2c1)NCC1CCCO1 (centres undefined)	-0.4	1	-0.3	3	1.1	97	6	-4	-3	-1
O=C(Cn1c2ccc(F)cc2c2nc3n(c(=O)c21)CCS3)Nc1ccccc1C(F)(F)F	-1.1	0.9	-0.1	3	0.93	102	-4	6	-3	2
Fc1cccc(CSc2nc3ccncc3[nH]2)c1	0.4	0.2	0.2	-19	2	105	3	78*	19	-6
O=C(NCCC(c1ccccc1)c1ccccc1)c1ccc(Br)o1	0.1	1.1	0.0	-10	0.75	98	4	-7	10	-7
Cc1cccc(NC2=NC(=S)N(c3ccc(C(=O)O)cc3)C23CCCCC3)c1	2.3	1.1	0.2	15	1	103	3	-9	-15	-2
O=C(c1cccc(S(=O)(=O)N2CCOCC2)c1)N1CCCc2ccccc21	1.8	1	-0.1	-3	0.92	102	0	-4	4	-5
CCSC1(SCC)N=C(N)C2(C#N)C(c3ccccc3)NC(C)=C(C)C12C#N (centres undefined)	0.3	1.1	0.1	7	1.1	97	-9	-10	-7	-2
COc1ccc(OC)c(NC(=O)COC(=O)/C=C/c2ccc(Cl)cc2)c1	0.7	1.1	-0.3	-20	1.3	100	15	-9	20	-5
O=C(NCCN1CCOCC1)c1cc(S(=O)(=O)NCCCN2CCCC2=O)ccc1Cl	-0.3	1	0.0	-4	1	98	2	1	4	1
CC(C)(C)c1ccc(OCc2ccc(C(=O)N/N=C/c3ccc([N+](=O)[O-])cc3)o2)cc1	-4.7	1	0.0	21	1.3	131*	3	-1	-21	3

Part of the list above, reformatted:
mol | Redox H2O2 prof | FLuc stim CS | Hsp70 activator | APP 5'UTR act | NF-kB neuron act | STAT1 activator | G6PDH CS | FLuc inhib CS | APP transl inh | HMGR II inh
CC1(C)CNC(=O)c2sc(NC(=O)c3ccccc3Cl)nc2C1 | -1.0 | 0.9 | -0.2 | 2 | 1.6 | 98 | 13 | 5 | -2 | -7
O=C(CCC(=O)N(c1ccc(F)cc1)C(C(=O)NC1CCCC1)c1ccncc1)Nc1cccnc1 (centres undefined) | 1.2 | 1 | 1.0 | -10 | 1.1 | 83 | 2 | -3 | 10 | -6
O=C(COC(=O)c1ccccc1Nc1ccc(SC(F)F)cc1)NC1CC1 | 0.3 | 1 | -0.4 | 20 | 2.4 | 108 | 6 | -4 | -20 | -8
COc1ccc(Br)cc1S(=O)(=O)N1CC(C)OC(C)C1 (centres undefined) | 2.7 | 1 | -0.2 | 11 | 0.94 | 104 | 11 | -4 | -11 | 5
CCOC(=O)Cn1c(N2CCCCCC2)nc2c1c(=O)[nH]c(=O)n2C | 2.5 | 1.1 | -0.2 | -5 | 2.1 | 96 | -3 | -7 | 5 | -3
O=C(CN(C(=O)Cn1nnc(-c2cccs2)n1)c1cnc2ccccc2c1)NCC1CCCO1 (centres undefined) | -0.4 | 1 | -0.3 | 3 | 1.1 | 97 | 6 | -4 | -3 | -1
O=C(Cn1c2ccc(F)cc2c2nc3n(c(=O)c21)CCS3)Nc1ccccc1C(F)(F)F | -1.1 | 0.9 | -0.1 | 3 | 0.93 | 102 | -4 | 6 | -3 | 2
Fc1cccc(CSc2nc3ccncc3[nH]2)c1 | 0.4 | 0.2 | 0.2 | -19 | 2 | 105 | 3 | 78* | 19 | -6
O=C(NCCC(c1ccccc1)c1ccccc1)c1ccc(Br)o1 | 0.1 | 1.1 | 0.0 | -10 | 0.75 | 98 | 4 | -7 | 10 | -7
Cc1cccc(NC2=NC(=S)N(c3ccc(C(=O)O)cc3)C23CCCCC3)c1 | 2.3 | 1.1 | 0.2 | 15 | 1 | 103 | 3 | -9 | -15 | -2
O=C(c1cccc(S(=O)(=O)N2CCOCC2)c1)N1CCCc2ccccc21 | 1.8 | 1 | -0.1 | -3 | 0.92 | 102 | 0 | -4 | 4 | -5
CCSC1(SCC)N=C(N)C2(C#N)C(c3ccccc3)NC(C)=C(C)C12C#N (centres undefined) | 0.3 | 1.1 | 0.1 | 7 | 1.1 | 97 | -9 | -10 | -7 | -2

The results go on.
SMILES	Redox H2O2 prof	FLuc stim CS	Hsp70 activator	APP 5'UTR act	NF-kB neuron act	STAT1 activator	G6PDH CS	FLuc inhib CS	APP transl inh	HMGR II inh
CCC(C)C(N)C(=O)NC(CCC(=O)OCc1ccccc1)C(N)=O (centres undefined)	0.1	1	0.1	-13	1.3	95	5	-4	14	1
Cc1ccc(NC(=O)C(OC(=O)c2ccc(NC(N)=O)cc2)c2ccccc2)cc1Cl (centres undefined)	0.4	1	-0.4	-13	0.46	111	-16	0	14	3
CC(C(=O)Nc1cccnc1)c1ccc([N+](=O)[O-])cc1 (centres undefined)	0.3	1.1	-0.2	-7	1.1	95	11	-5	7	0
O=C(NCc1ccccn1)C1CCN(C(=O)c2cc3sccc3n2Cc2ccc(F)cc2)CC1	-1.0	1.1	-0.4	-1	0.83	91	2	-7	1	-1
CC(=O)Nc1cnc(NC(=O)c2cccc(F)c2)cc1C	0.7	0.9	0.2	98	2.4	127	11	11	-98	-3
CNC(=O)CSc1nnnn1-c1cc(C)ccc1C	0.5	1.1	-0.2	13	1.1	100	1	-6	-13	-3
Cc1cccc(C(=O)NC(=S)Nc2ccc3[nH]c(=O)[nH]c3c2)c1	-1.0	1	-0.3	7	1	101	6	-5	-7	-3
COc1cccc(C(=O)Nc2cc3c(cc2Br)OCCCO3)c1	0.1	0.4	0.2	109	3.4*	141*	-5	64*	-109	-1
O=C(COC(=O)CN1C(=O)C2CCCCC2C1=O)Nc1cc(S(=O)(=O)N2CCOCC2)ccc1Cl (centres undefined)	-0.2	1.1	-0.3	-14	1.1	104	4	-6	14	-6
O=C(/C=C/c1cccc(OCc2ccccc2)c1)c1cccnc1	0.4	1	-0.3	-87	1.3	102	-21	-2	87*	3
O=C(N1CCOCC1)N1CCN(Cc2ccccc2)CC1	1.8	1.1	-0.2	12	0.9	104	1	-6	-12	-5
Cc1ccc(Nc2nc(=O)[nH]nc2C)cc1	1.3	1.1	-0.2	.	1.2	102	2	-12	.	-8
O=C(NC1=NCCS1)c1csc2ccccc12	-0.1	0.4	0.1	105	6.8*	152*	1	55*	-105	4
O=C(O)C1C2C=CC(C2)C1C(=O)N1CCc2ccccc21 (centres undefined)	2.1	1	-0.2	9	0.96	104	6	4	-9	-9
Cc1cccc(NC(=O)c2cc(=O)c3ccccc3o2)n1	2.0	1	0.2	9	1	134*	6	-1	-9	-2
COC(=O)c1c(NC(=O)CC2NCCNC2=O)sc2c1CCCC2 (centres undefined)	-0.7	1	-0.4	3	1.2	107	5	0	-3	-4
CCN(CC)CCN(Cc1cc2cc(C)cc(C)c2[nH]c1=O)C(=S)NCc1ccco1	-0.3	1.1	-0.2	-4	0.97	102	11	-6	4	2
